Assay outcomes (PubChem BioAssay)
Rpn11 block = Rpn11 (PSMD14) deubiquitinase inhibitors, primary screen, biochemical, fluorescence polarization, uHTS. AID 588493, 2011. human 26S proteasome, Ub4-pepOG fluorescence polarization; 20S core pre-blocked with epoxomicin. calls only at 20 µM. 360,000 tested, 0.59% active. 26S proteasome non-ATPase regulatory subunit 14 (Homo sapiens), O00487;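 active = inhibition at 20 µM, scaled to each plate's controls, above about 33%, limit read from the data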
Target sequence (O00487 whole entry, looked up): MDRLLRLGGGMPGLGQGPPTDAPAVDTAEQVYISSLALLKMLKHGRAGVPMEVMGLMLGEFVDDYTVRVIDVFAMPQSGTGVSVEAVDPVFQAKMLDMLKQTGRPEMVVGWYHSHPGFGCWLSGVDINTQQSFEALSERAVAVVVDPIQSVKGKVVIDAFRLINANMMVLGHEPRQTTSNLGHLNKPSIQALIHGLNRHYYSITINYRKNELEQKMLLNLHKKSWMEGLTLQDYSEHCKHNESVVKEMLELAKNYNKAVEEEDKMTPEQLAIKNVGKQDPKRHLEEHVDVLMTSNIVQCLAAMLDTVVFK
NadD block = inhibitors of S. aureus NadD, primary screen, biochemical, colorimetric, uHTS. 360,000 tested, 0.78% active. AID 602399, 2012. inhibition, % at 20 µM. Nicotinate-nucleotide adenylyltransferase NadD (Staphylococcus aureus N315). purified NadD enzyme, colorimetric absorbance read-out; in the data active = inhibition above about 26%; note: some compounds past the cut are filed as inactive
Scp-1 inhibitor = Scp-1 phosphatase inhibitors, primary screen, biochemical, colorimetric, uHTS; Carboxy-terminal domain RNA polymerase II polypeptide A small phosphatase 1 (Homo …; Recombinant Scp1, phosphopeptide, malachite green phosphate absorbance; inhibition, % at 20 µM; 340,000 tested, 0.88% active;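 active = inhibition above about 50% at 20 µM, limit read from the data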;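 note: plate controls were DMSO wells with enzyme for no effect and wells lacking enzyme for full effect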
Target sequence (Q9GZU7 76-261 limits assumed): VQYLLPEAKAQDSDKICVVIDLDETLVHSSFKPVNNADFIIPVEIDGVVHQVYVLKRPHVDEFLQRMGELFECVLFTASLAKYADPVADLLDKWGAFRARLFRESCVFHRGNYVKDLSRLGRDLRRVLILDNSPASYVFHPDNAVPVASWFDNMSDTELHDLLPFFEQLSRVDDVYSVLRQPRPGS
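System: truncated SCP-1 phosphatase (76-261aa); medium: Tris acetate buffer pH 5.5 with MgCl2 and Tween-20; incubation: 45 min room-temperature reaction, 5 min colour, 30 min stabiliser; compound: single 20 µM dose, 1% DMSO; reagent: Phosphorylated 17-residue peptide substrate; read-out: % inhibition at 20 µM; technique: colorimetric free-phosphate detection, absorbance 630 nm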
NRP1-CendR mod = modulators of CendR peptide binding to NRP-1, primary screen, biochemical, fluorescence polarization, uHTS; Neuropilin-1 (Homo sapiens), O14786; 360,000 tested, 0.85% active; AID 602438, 2012; FAM-RPARPAR peptide binding to NRP-1; inhibition, % at 25 µM;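 active = inhibition or corrected inhibition above about 18%, plus a signal ratio from 0.5 to 1.5, limit read from the data, passing the limit was not always enough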; note: strong numbers were not always called active
LMPTP block = LMPTP phosphatase inhibitors, primary screen, biochemical, fluorescence intensity, uHTS | 360,000 tested, 0.22% active | recombinant LMPTP-A, OMFP fluorogenic substrate | inhibition, % at 20 µM;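 active = compounds that cut the enzyme signal by at least half of the control window in the single-dose screen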;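 note: plate controls were DMSO wells with enzyme plus substrate for no effect and substrate without enzyme for full effect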
Target sequence (P24666 whole entry, looked up): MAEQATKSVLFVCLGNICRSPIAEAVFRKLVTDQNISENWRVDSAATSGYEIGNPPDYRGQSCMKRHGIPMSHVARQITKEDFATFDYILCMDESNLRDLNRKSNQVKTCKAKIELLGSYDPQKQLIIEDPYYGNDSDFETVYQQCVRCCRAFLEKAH
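material = LMPTP-A | quantity = 0.625 nM enzyme | reagent = OMFP substrate, 400 µM final | buffer or medium = Bis-Tris pH 6.0, DTT, detergent | detection = endpoint fluorescence intensity from OMFP dephosphorylation | dosing = single 20 µM dose | read-out basis = % inhibition relative to no-enzyme and uninhibited control wells | control set = no-enzyme and uninhibited controls | timing = 50 min at room temperature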
DNMT1 block = human DNMT1 methyltransferase inhibitors, primary screen, biochemical, molecular beacon, fluorescence, HinP1I cleavage, uHTS; DNA (cytosine-5)-methyltransferase 1 (Homo sapiens), P26358; inhibition (reported as % activation of signal), % at 10 µM; 360,000 tested, 0.83% active; in the data active = inhibition above about 50%
SKN-1 block = suppressors of acrylamide-induced Pgst-4::GFP reporter in worms, primary screen, SKN-1 inhibitor project, whole organism, uHTS, GFP/RFP fluorescence ratio, strain VP596; AID 624304, 2012; inhibition, % at 21.8 µM; C. elegans VP596 Pgst-4::GFP/RFP ratio, 24 h; 360,000 tested, 0.49% active;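 active = interference check ratio from 0.5 to 1.5 plus GFP to RFP signal ratio inhibition reaching or exceeding a fixed threshold, cut at about 30% in these data, passing the limit was not always enough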; note: some compounds called inactive have numbers as strong as hits
SUMO1 PPI mod = modulators of SUMO1 protein-protein interactions, primary screen, biochemical, uHTS; Small ubiquitin-related modifier 1 (Homo sapiens), P63165; SUMO1 binding to a labelled peptide, TR-FRET, 1 h; inhibition, % at 20 µM; 360,000 tested, 0.33% active; AID 602429, 2012; in the data active = inhibition above about 37%
Target sequence (P63165 whole entry, looked up): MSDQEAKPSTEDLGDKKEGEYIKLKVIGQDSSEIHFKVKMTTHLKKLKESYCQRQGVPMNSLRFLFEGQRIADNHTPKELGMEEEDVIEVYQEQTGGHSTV
STEP block = STEP phosphatase inhibitors, primary screen, biochemical, fluorescence intensity, uHTS; recombinant STEP, OMFP fluorogenic substrate; 360,000 tested, 0.25% active; inhibition, % at 20 µM;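 active = inhibition at 20 µM, scaled per plate between control wells, above about 37%, limit read from the data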;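 note: 0% = DMSO with enzyme and substrate and 100% = substrate only without enzyme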
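Test system: STEP tyrosine phosphatase / Reagent: OMFP at 25 µM / Doses: 20 µM, 1% DMSO / Read-out: percent inhibition scaled to no-enzyme and uninhibited-enzyme controls, plate-pattern corrected / Detection: FITC-channel fluorescence of OMFP product / Medium: Bis-Tris buffer pH 6.0, 2.5 mM DTT, 0.005% Tween 20 / Schedule: 20 min at room temperature, dark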
MT1-MMP act inh = blockers of MT1-MMP proenzyme processing, primary screen, HT1080 RFP-PRO-GFP cells, GFP/RFP fluorescence; Matrix metalloproteinase-14 (Homo sapiens), P50281; GFP/RFP ratio change, % at 20 µM; GFP/RFP ratio fluorescence, overnight; percent of plate control window, DMSO zero; 360,000 tested, 0.061% active; AID 651647, 2012;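 active = GFP/RFP ratio change of at least 30% with cell ATP level not reduced by more than half and red fluorescence within 50% of control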; note: strong numbers were not always called active
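Read-out: GFP/RFP fluorescence ratio; Test system: RFP-PRO-GFP reporter HT1080 cells; Compound dosing: single-point 20 µM compound, 1% DMSO; Times: overnight compound exposure at 37 °C.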
Numbers without * were called inactive; i = inactive; x = not tested or not shown.

SMILES	Rpn11 block	NadD block	Scp-1 inhibitor	NRP1-CendR mod	LMPTP block	DNMT1 block	SKN-1 block	SUMO1 PPI mod	STEP block	MT1-MMP act inh
COC(=O)c1ccc(COc2ccc3c4c(c(=O)oc3c2)CCC4)o1	i	-3	8	8	0.2	8	28	7	3	3
COc1ccc(-c2cc3nc(NCCOc4ccccc4)ccn3n2)cc1	i	3	x	-17	1.5	-15	10	0	-4	-5
S=C(Nc1ccc2nsnc2c1)N1CCCC1	i	-7	-5	15	-1.2	-19	13	-1	-2	-12
COc1cccc(/C=N/NC(=O)CNC(=O)c2ccc(S(=O)(=O)N3CCOCC3)cc2)c1OC	i	1	-3	-12	-0.1	-2	12	8	0	-1
O=C(CN1CCCCC1)Nc1ccccc1C(=O)NC1CC1	i	-3	-2	3	-1.5	2	-21	-3	-4	1
CC(=O)c1cc2c(O)c(O)ccc2o1	i	-1	-1	-60	0.7	9	-6	-5	1	6
C=CCn1c(SCc2nc3sc4c(c3c(=O)[nH]2)CCCC4)nc2ccccc2c1=O	x	29	-10	-65	0.2	55*	8	0	-2	-36
O=C(NCCCl)Nc1ccccc1NS(=O)(=O)c1cccs1	i	0	-1	5	0.0	0	5	9	-2	-2
Cc1cc(C)c(S(=O)(=O)Nc2ccc[nH]c2=O)c(C)c1	i	1	2	-1	0.1	-15	19	0	-12	7
COCCNC(=O)c1c[nH]c2ccc(S(=O)(=O)N(C)c3ccc(C)c(C)c3)cc2c1=O	i	-2	-9	3	-1.1	2	-28	1	8	-4
Cc1cc(C)n(CCc2nc(-c3ccc(F)cc3)cs2)n1	i	-4	-4	4	-1.4	-1	-13	2	0	2
NS(=O)(=O)c1cccc(-n2cnnn2)c1	i	-2	-4	-5	-0.5	-3	0	-2	-2	-2
O=C(C[n+]1ccc(/C=N/O)cc1)NCc1ccccc1	i	6	-8	-4	-0.9	1	-7	-26	0	0
CCCc1cc(=O)[nH]c(SCC(=O)N2CCc3ccccc32)n1	i	-1	-2	3	-1.0	6	-8	2	2	-1
Nc1nnnn1/N=C/c1ccc(O)cc1	i	1	-4	-1	-1.9	5	32	-9	-1	3
CCN1C(=O)C2(C(C#N)=C(N)Oc3n[nH]c(-c4ccccc4)c32)c2ccccc21 (stereo not given)	i	1	-7	5	-1.0	-3	1	-1	2	-10
COc1ccc(N2CCN(CCCNC(=O)c3ccc(CS(=O)(=O)c4ccc(OC)cc4)o3)CC2)cc1	i	-7	-5	18	-0.6	2	5	1	0	1
O=C(Nc1ccc(F)cc1F)N1CCN(CCc2ccccc2)CC1	i	-5	-13	1	-2.1	4	-9	-2	2	2
CCOC(=O)C1(CCCc2ccccc2)CCN(CC(O)CO)CC1 (stereo not given)	i	-6	3	-2	0.5	-2	13	-8	2	-6
COc1ccccc1CNC(=O)CSc1nc(C)cs1	i	-6	-3	-6	-1.4	-2	-3	-1	0	1
CSc1cc(N2CCOCC2)nc(-c2ccccc2Cl)n1	i	-1	19	-1	-2.1	2	13	-3	2	2
CC(C)(C)NC(=O)CSc1nc(O)cc(=O)[nH]1	i	0	-7	1	-1.3	0	3	3	-1	5
CCOC(=O)c1c(NC(=O)C(Sc2ccccc2)c2ccccc2)sc(C(=O)N(C)C)c1C (stereo not given)	i	3	-9	19	9.6	-11	1	-2	0	-26
O=C(NCc1ccccc1)C(c1ccc(C(F)(F)F)cc1)n1c(=O)c(-c2ccco2)nc2ccccc21 (stereo not given)	x	x	x	-35	2.5	x	15	6	x	-2
COc1cccc(OCCSc2nc3ccccc3c(=O)[nH]2)c1	i	-9	3	5	2.3	-1	9	11	-2	2
O=C(COC(=O)/C=C/c1ccccc1Cl)NC(=O)NC1CCCC1	i	-5	-3	7	-0.3	-2	7	-4	-3	-3
COc1ccc(OC)c(C(C)NC(=O)C(C)n2cc([N+](=O)[O-])cn2)c1 (stereo not given)	i	-6	-5	2	-1.1	-1	9	-2	4	2
COc1cccc(CN(C)CCCn2cnc3c(OC)ncnc32)c1	i	7	x	-12	-1.6	17	-1	-6	2	2
COc1ccccc1NC(=O)N(CCN1CCCC1)Cc1cc2cc(C)ccc2[nH]c1=O	i	-1	0	-19	1.1	-2	2	2	5	-1
Nc1c(C(=O)OCC2CCCO2)c2nc3ccccc3nc2n1C1CCCC1 (stereo not given)	i	3	5	-6	2.5	-11	9	-7	-5	-16
Cc1cc2c(nn1)CCc1nonc1-2	i	1	2	-11	-0.5	0	3	-4	0	0
COc1ccc(/C=N/NC(=O)c2ccncc2)cc1CN1CCN(c2ccc(F)cc2)CC1	i	-5	-5	7	-0.1	-1	-5	-13	2	3
O=C(CSc1nnc(-c2ccco2)o1)NC(=O)C1COc2ccccc2O1 (stereo not given)	i	-2	8	17	-1.5	0	2	4	3	-3
Cc1ccc(C)c(NC(=O)C(C)N2C(=O)c3ccccc3C2=O)c1 (stereo not given)	i	-4	-2	-5	-1.9	-2	-3	-1	-3	1
CCCn1c(SCC(=O)c2[nH]c(C)c(C(C)=O)c2C)n[nH]c1=O	i	-7	-1	-13	-0.3	2	-21	-1	0	3
CC1CCN(C(=O)c2[nH]cnc2C(=O)N[C@@H](C)C(=O)OC(C)(C)C)CC1	i	-7	-4	2	-1.9	1	6	3	0	10
CC/C(=N\NC(=S)NC(C)C)c1ccc(OC(F)F)cc1	i	-1	1	1	0.1	2	-5	0	1	-2
CCC(Sc1nc2ccccc2c(=O)n1CCN1CCOCC1)C(=O)NCc1cccnc1 (stereo not given)	i	1	-8	5	-0.9	5	4	1	-2	3
Cc1ccc(Nc2ccccc2)cc1	i	-1	11	3	0.0	-5	22	-2	0	-3
CN1C(=S)N(c2cccnc2)C(=O)/C1=C\c1ccc(C(C)(C)C)cc1	i	9	2	-31	4.3	-6	3	3	4	-17

Four consecutive records out of the list so far, for reference:
SMILES	Rpn11 block	NadD block	Scp-1 inhibitor	NRP1-CendR mod	LMPTP block	DNMT1 block	SKN-1 block	SUMO1 PPI mod	STEP block	MT1-MMP act inh
COc1ccc(OC)c(C(C)NC(=O)C(C)n2cc([N+](=O)[O-])cn2)c1 (stereo not given)	i	-6	-5	2	-1.1	-1	9	-2	4	2
COc1cccc(CN(C)CCCn2cnc3c(OC)ncnc32)c1	i	7	x	-12	-1.6	17	-1	-6	2	2
COc1ccccc1NC(=O)N(CCN1CCCC1)Cc1cc2cc(C)ccc2[nH]c1=O	i	-1	0	-19	1.1	-2	2	2	5	-1
Nc1c(C(=O)OCC2CCCO2)c2nc3ccccc3nc2n1C1CCCC1 (stereo not given)	i	3	5	-6	2.5	-11	9	-7	-5	-16

Continued:
SMILES	Rpn11 block	NadD block	Scp-1 inhibitor	NRP1-CendR mod	LMPTP block	DNMT1 block	SKN-1 block	SUMO1 PPI mod	STEP block	MT1-MMP act inh
O=S(=O)(c1ccccc1)c1ccc(C(F)(F)F)cn1	i	3	-6	4	-0.4	2	-3	-1	2	-4
Cc1cc([N+](=O)[O-])ccc1Nc1nc2ccccc2n2cnnc12	i	-7	-11	1	2.2	-5	0	11	-3	6
COc1ccccc1NC(=O)C(Sc1ccccc1)c1ccccc1 (stereo not given)	i	-5	-8	-6	1.0	-21	3	3	2	-2
COc1cc(SC)ccc1C(=O)NCCOc1ccccc1Cl	i	-7	-11	-10	2.1	-11	7	0	1	4
O=[N+]([O-])c1ccccc1NCc1ccccc1Cl	i	-2	-11	3	0.5	0	11	-25	0	1
CCc1c(C)nc(SCC(=O)Nc2cccc(Br)c2)[nH]c1=O	i	-1	-7	-11	-2.3	2	1	0	4	5
COc1ccc(CCN=C(N)C(C)c2ccccc2)cc1OC (stereo not given)	i	-2	-9	0	-1.1	0	-6	-2	-2	0
N#CC(C(=O)NCc1ccccc1)c1nc2ccccc2nc1N1CCCC1 (stereo not given)	x	2	-6	131	2.0	10	-23	-8	-14	-38
COc1ccc(S(=O)(=O)N2CCOC23CCN(S(=O)(=O)c2cc(F)ccc2F)CC3)cc1	i	-11	9	-5	1.3	-1	17	5	-2	3
CCOc1ccccc1NC(=O)C(=O)CC(=O)c1ccc(OC)cc1	i	8	-18	-25	1.6	1	30	-6	1	-3
O=[N+]([O-])c1ccc(-c2n(-c3ccccn3)c3ccccc3[n+]2-c2ccccn2)cc1	i	-4	9	4	-2.1	1	-5	-29	0	1
COC1OC(CO)C(N=C(C)C)C1O (stereo not given)	i	0	7	0	-2.6	-1	-2	-2	-2	10
C=CCOc1cccc(C2C(C(=O)c3ccc(C)o3)=C(O)C(=O)N2c2nnc(C)s2)c1 (stereo not given)	i	12	x	2	0.7	11	-6	-24	0	-52
Cc1ccc(C(=O)COC(=O)c2cc(Cl)ccc2O)cc1[N+](=O)[O-]	i	-2	1	45*	-0.1	0	-8	4	0	0
CC(C)(CNC(=O)c1ccc(Br)o1)CNC(=O)c1ccc(Br)o1	i	1	-8	2	0.1	1	15	-1	-2	2
CC(C)Cn1cnc2c1c(=O)n(CC(=O)NN)c(=O)n2Cc1ccccc1	i	-2	3	4	-0.3	-2	5	3	2	3
CC(C)c1nc(C(=O)N2CCCC(CCC(=O)N(C)CCc3ccccn3)C2)cs1 (stereo not given)	i	3	-6	10	-1.2	3	-6	1	-1	-2
CC(c1ccccc1)N1CC(C(=O)N2CCCC(C(N)=O)C2)CC1=O (stereo not given)	i	-5	5	6	-1.7	1	6	6	0	-3
CC(C)OP(=O)(c1ccc(N(C)C)cc1)C(O)c1ccncc1 (stereo not given)	i	4	-20	-1	-2.4	0	5	0	2	-1
O=C1CCC(C(=O)NCCCn2ccnc2)N1 (stereo not given)	i	-2	-3	2	-9.9	3	6	0	0	1
Cc1cc(=O)[nH]c(SCC(=O)N2c3ccccc3CC2C)n1 (stereo not given)	i	-3	-7	-4	0.6	0	-8	2	2	0
